High-throughput results as filed in PubChem BioAssay.
KCNH2 3.1 block: qHTS for Inhibitors of KCHN2 3.1: Mutant qHTS; U2OS KCNH2 3.1, thallium flux FluxOr; hits give low values; activity change, % (tested at about 1.8 µM); 340,000 compounds, 0.95% hits;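 active means maximum activity change below -70%; inconclusive means maximum activity change from -70% to -50%; inactive means maximum activity change above -50%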;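 further: thallium influx rate constant from kinetic fluorescence after stimulation buffer; on the % scale 0 is the no-effect control and ±100 the full control effect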
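Virally transduced U2OS (3.1 isoform, 4 h infection in dark at RT) → overnight 37 C → FluxOr + Red40 in HBSS/HEPES, 45 min → stimulation buffer, 2 min kinetic read → rate constant vs DMSO controls.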
VP16 counter: VP16 counterscreen qHTS for inhibitors of ROR gamma transcriptional activity | Drosophila S2 Gal4-VP16 UAS-luciferase, luminescence, 20 h | Potency, µM (doses to about 53.6 µM), without a hit: at the highest dose activity, negative = inhibition, hits mostly inhibitors | 310,000 compounds, 3.5% hits | AID 2546, 2010;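 further: Gal4-VP16 expression switched on by copper sulfate through the metallothionein promoter; potency means the concentration at half of the fitted maximal effect; on the % scale 0 is the no-effect control and ±100 the full control effect; nearly all actives have a fitted effect of over 50% in size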
NPC1 promoter act: qHTS Assay for NPC1 Promoter Activators; Huh7 NPC1 promoter luciferase reporter, 24 h; Potency, µM (doses to about 9.22 µM), for the others: top-dose activation, hits mostly activators; 320,000 compounds, 2.4% hits; AID 485313, 2010;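 further: potency means the concentration at half of the fitted maximal effect; % of control where 0% means no effect; nearly all actives have a fitted effect of over 60% in size; reporter is driven by a mutant NPC1 promoter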
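Compounds in DMSO were transferred onto Huh7 NPC1-luciferase reporter cells pre-incubated 2 h; after 24 h at 37 °C, Amplite reagent was dispensed and luminescence recorded 10 min later.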
FLuc modulator: qHTS profiling assay for firefly luciferase inhibitor/activator using purifed enzyme and Km concentrations of substrates (counterscreen for miR-21 project); Luciferin 4-monooxygenase (Photinus pyralis), P08659; purified FLuc, Km substrates, luminescence inhibition; Potency, µM (series often up to 57.5 µM), for inactives: at the highest dose activity change, negative = inhibition, usual class: inhibitors; 360,000 compounds, 6.9% hits; AID 588342, 2011;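 further: potency means the concentration at half of the fitted maximal effect; plate controls were vehicle for no effect and reference inhibitor for full effect; nearly all actives have a fitted effect of over 55% in size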
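Purified P. pyralis luciferase, 10 nM final, with Km-level 10 uM D-luciferin and 10 uM ATP in 50 mM Tris acetate pH 7.5, 10 mM Mg acetate, 0.01% Tween-20, 0.05% BSA; 6-point qHTS titration about 60 µM downward; luminescence read.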
Mito fusion yeast: qHTS Assay for Small Molecule Inhibitors of Mitochondrial Division or Activators of Mitochondrial Fusion; Potency, µM (titrated, usually from 46.1 µM), for inactives: at the highest dose growth rescue (activation), hits mostly activators; 320,000 compounds, 0.23% hits; S. cerevisiae fusion-defective mutant growth rescue, CellTiterGlo 48 h;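 further: potency means the concentration at half of the fitted maximal effect; % of control where 0% means no effect; nearly all actives have a fitted effect of over 45% in size; temperature-sensitive fusion mutants such as fzo1-1 at 37 °C on non-fermentable ethanol glycerol medium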
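Yeast fusion mutant, YPEG (non-fermentable carbon), compound, 48 h at 37C non-permissive; CellTiterGlo added, 10 min RT, luminescence read. Rescued growth = division inhibition.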
MBNL1-CUG inh: qHTS Assay for Inhibitors of MBNL1-poly(CUG) RNA binding. Potency, µM (doses to about 57.5 µM), for the others: at the highest dose activity change, negative = inhibition, usual class: inhibitors. TR-FRET MBNL1-His/biotin-(CUG)12 binding, 665/545 ratio. Muscleblind-like protein 1 (Homo sapiens), Q9NR56. 280,000 compounds, 0.036% hits; active means well fitted inhibition curve with a large enough effect in the signal ratio, with a control signal flat, not every such curve was filed as active; inconclusive means small, poorly fitted or top-dose-only effect, or effect the other way, or a change in a side signal; inactive means no such curve, though single readings can be large or run the other way; the % refers to the signal ratio; further: potency means the concentration at half of the fitted maximal effect; on the % scale 0 is the no-effect control and ±100 the full control effect
Target sequence (Q9NR56 whole entry, looked up): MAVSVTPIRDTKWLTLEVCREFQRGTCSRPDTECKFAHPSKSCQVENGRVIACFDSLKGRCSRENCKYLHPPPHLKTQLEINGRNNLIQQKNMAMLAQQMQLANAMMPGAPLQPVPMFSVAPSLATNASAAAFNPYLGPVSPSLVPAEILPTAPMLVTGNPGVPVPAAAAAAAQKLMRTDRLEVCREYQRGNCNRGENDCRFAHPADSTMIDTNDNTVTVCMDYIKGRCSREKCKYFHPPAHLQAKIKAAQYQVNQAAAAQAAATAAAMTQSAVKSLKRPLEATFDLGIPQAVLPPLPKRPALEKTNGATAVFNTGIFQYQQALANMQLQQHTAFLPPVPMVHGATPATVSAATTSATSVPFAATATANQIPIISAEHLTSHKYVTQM
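Ratiometric TR-FRET (665 over 545 nm, excitation 340 nm) tracks disruption of MBNL1-His/biotin-(CUG)12 complex after 60 min at room temperature, with compounds at 92 nM to 58 uM final.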
RORgamma inh: qHTS for inhibitors of ROR gamma transcriptional activity; Nuclear receptor ROR-gamma (Mus musculus), P51450; Drosophila S2 Gal4-RORgamma UAS-luciferase reporter, 20 h; Potency, µM (doses to about 53.6 µM), for inactives: top-dose activity change, negative = inhibition, most hits filed as inhibitors; 310,000 compounds, 5.4% hits; further: potency means the concentration at half of the fitted maximal effect; on the % scale 0 is the no-effect control and ±100 the full control effect; nearly all actives have a fitted effect of over 60% in size
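Stably transfected Drosophila Schneider cells are the test system, with ROR gamma fused to Gal4 and luciferase under UAS control; luminescence is read after 20 hr of 700 uM copper sulfate induction at ambient temperature.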
Rab9 prom act: qHTS Assay for Rab9 Promoter Activators | Huh7 Rab9 promoter-luciferase reporter, luminescence, 24 h | Potency, µM (top dose mostly 9.22 µM), for inactives: top-dose activation, negative = inhibition, actives largely listed as activators | 320,000 compounds, 2.8% hits | AID 485297, 2010; further: potency means the concentration at half of the fitted maximal effect; % of control where 0% means no effect; nearly all actives have a fitted effect of over 60% in size
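Rab9 promoter-driven luciferase in stably transfected Huh7 cells; 1500 cells/well rested 2 h, exposed to compound in DMSO for 24 h at 37 °C, 5% CO2. Luminescence read 10 min after adding luciferase reagent at ambient temperature.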
PKM2 activator: qHTS Assay for Activators of Human Muscle isoform 2 Pyruvate Kinase; purified PKM2, Kinase-Glo ATP luminescence, activation; response scale: 0% is enzyme alone, no compound; Potency, µM (series often up to 57.5 µM), for the others: at the highest dose activation, most hits filed as activators; 260,000 compounds, 0.34% hits; further: potency means the concentration at half of the fitted maximal effect; on the % scale 0 is the no-effect control and ±100 the full control effect; nearly all actives have a fitted effect of over 55% in size
Target sequence (P14618 whole entry, looked up, canonical isoform): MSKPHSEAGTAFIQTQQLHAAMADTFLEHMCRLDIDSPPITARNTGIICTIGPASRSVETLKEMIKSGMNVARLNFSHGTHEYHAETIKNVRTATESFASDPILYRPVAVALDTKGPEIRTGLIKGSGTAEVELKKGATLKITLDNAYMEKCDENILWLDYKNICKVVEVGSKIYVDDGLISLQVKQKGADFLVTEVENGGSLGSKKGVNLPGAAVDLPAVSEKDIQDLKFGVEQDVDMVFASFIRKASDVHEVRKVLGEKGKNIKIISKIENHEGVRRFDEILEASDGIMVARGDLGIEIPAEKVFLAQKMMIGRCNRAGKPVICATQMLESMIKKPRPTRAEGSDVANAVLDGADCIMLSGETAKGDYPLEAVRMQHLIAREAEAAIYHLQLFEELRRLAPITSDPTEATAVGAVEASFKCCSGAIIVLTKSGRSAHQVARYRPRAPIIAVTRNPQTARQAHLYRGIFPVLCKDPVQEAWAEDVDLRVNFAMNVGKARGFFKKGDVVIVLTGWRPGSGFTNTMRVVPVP
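Kinase-Glo luminescence reports ATP generated from ADP (0.1 mM) and PEP (0.5 mM) by purified hPK-M2 after 1 h at room temperature, pH 7.2 imidazole buffer; intermediate enzyme activity allows detecting inhibitors and activators.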
ELG1 DNA repair: qHTS screen for small molecules that inhibit ELG1-dependent DNA repair in human embryonic kidney (HEK293T) cells expressing luciferase-tagged ELG1; HEK293T ELG1-luciferase reporter, luminescence, 16 h; DNA damage induced by 5-fluorouridine; Potency, µM (highest dose often 46.1 µM), without a hit: at the top dose activity change, negative = inhibition, most hits filed as inhibitors; 330,000 compounds, 2.3% hits; AID 504467, 2011; further: potency means the concentration at half of the fitted maximal effect; on the % scale 0 is the no-effect control and ±100 the full control effect; nearly all actives have a fitted effect of over 55% in size
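Luminescence from the luciferase reporter, measured 30 min after ONE-Glo reagent at room temperature, was the read-out. Beforehand, 2,000 cells per well were exposed for 16 hr at 37 °C to 5-fluorouridine together with compound or vehicle.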
Menin MLL FP TR: qHTS Assay for Inhibitors Targeting the Menin-MLL Interaction in MLL Related Leukemias: Competition With Texas Red Labeled MLL-derived Mutant Peptide | Menin + Texas Red MLL mutant peptide, fluorescence polarization | AID 1768, 2009 | Potency, µM (top dose mostly 61.6 µM), inactives show at the highest dose FP activity change, negative = inhibition, most hits filed as inhibitors | 270,000 compounds, 0.23% hits | O00255; active means well fitted inhibition curve with a large enough effect in the polarisation, with a control signal flat, not every such curve was filed as active; inconclusive means small, poorly fitted or top-dose-only effect, or effect the other way, or a change in a side signal; inactive means no such curve, though single readings can be large or run the other way; the % refers to the polarisation; further: potency means the concentration at half of the fitted maximal effect; % of control where 0% means no effect; many of its hits are not listed in these tables
* hit, by the source's call; ? = inconclusive; / = not tested or not shown; [ ] = dose if it differs, or a comment. Unless noted, the call rests on the fitted dose curve; in most records, active means well fitted curve in the direction sought with a large enough effect; inconclusive means small, poorly fitted or top-dose-only effect, or another doubt; inactive means no such curve, though single readings can be large; an effect the other way counts as inactive or inconclusive. Some of the compounds tested; the hit share may differ from the screen's.

Under each structure – KCNH2 3.1 block, VP16 counter, NPC1 promoter act, FLuc modulator, Mito fusion yeast, MBNL1-CUG inh, RORgamma inh, Rab9 prom act, PKM2 activator, ELG1 DNA repair, Menin MLL FP TR
O=C1NC(=O)c2c(NC(=O)C3CCCO3)cccc21 (stereo not given)
→ 5, 0%, /, -1%, -2%, 20%, -22%, /, 10%, /, 21%
Oc1cccc(NC(=S)N=Nc2c(O)[nH]c3ccccc23)c1
→ -21, -3%, 16%, 19µM*, 19%, ?, 15%, 22%, 13%, ?, /
O=C(Nc1ccc(Cl)cn1)C1CCCN1S(=O)(=O)c1ccc(Cl)cc1 (stereo not given)
→ 10, 5%, 9%, 1%, 16%, -6%, 40%, 0%, 7%, ?, 18%
CC(=O)Nc1ccc(S(=O)(=O)NCCc2ccccc2)cc1
→ 17, ?, 2%, 2%, -3%, -7%, -2%, -1%, -20%, -3%, 34%[activator]
COc1ccc(F)cc1S(=O)(=O)NCc1cc(=O)n(C)c(=O)n1C
→ 0, -9%, -3%, 1%, 2%, -6%, -26%, -2%, /, 14%, /
COc1cc2cc(C(=O)Nc3ccc4c(c3)OCCO4)[nH]c2cc1OC
→ -2, 4%, 29%, 12µM*, 2%, 0%, -8%, 15%, /, ?, /
COc1ccc(N(CC(=O)Nc2ccc(OC)cc2OC)S(=O)(=O)c2ccccc2)cc1
→ -12, 4%, -6%, 0%, 14%, -14%, -16%, -7%, -1%, ?, 3%
CC(=O)OCC1(C)CN(c2ccccc2)N(C(=O)c2ccc(C(C)(C)C)cc2)C1=O (stereo not given)
→ -44, 22%, -1%, -12%, -4%, 10%, 22%, 6%, 5%, -15%, ?
Cc1cc(NC(=O)CN2C(=O)NC3(CCCCCC3)C2=O)ccc1Br
→ -4, /, 0%, -5%, 4%, /, /, -9%, /, ?, /
Cc1cccc(/C=C2\CCC(=C3SCCCS3)C2=O)c1
→ -2, 3.5µM*, 0.32µM*, 0.085µM*, 1%, 20%, 0.28µM*, 0.089µM*, -7%, ?, ?
CCCCn1c(N)c(N(CCC(C)C)C(=O)c2cccc(S(=O)(=O)N3CCN(C)CC3)c2)c(=O)[nH]c1=O
→ 4, /, -3%, 0%, 0%, /, /, 1%, /, ?, /
O=C(Nc1ccc(-c2cn3c(n2)SCC3)cc1)c1ccc2ccccc2n1
→ -4, -17%, 21%, 19µM*, 3%, 17%, ?, 8%, 3%, ?, ?
Cc1ccc(C(=O)NNC(=O)CSc2nnc(-c3ccncc3)n2C)cc1
→ 1, -3%, 2%, -4%, -3%, -11%, 7%, -1%, 0%, -1%, 9%
COCCNC(=O)CN(Cc1ccccc1)C(=O)CCC(=O)Nc1nccs1
→ 4, 0%, 1%, 2%, -5%, -2%, -3%, -5%, 0%, 3%, ?
Cc1ccc(S(=O)(=O)Nc2nc(C)c(C(=O)NNS(=O)(=O)c3ccccc3)s2)cc1
→ -11, -7%, 2%, -17%, -1%, /, -2%, -1%, 1%, 4%, /
CCOc1cc(C2/C(=C(\O)c3cc(C)ccc3C)C(=O)C(=O)N2CCN(C)C)ccc1O (stereo not given)
→ 18, -15%, 6%, 2%, -1%, ?, 11%, 0%, -11%, 20%, 3%
O=C(Nc1ccccc1)Nc1cccc(-c2nnco2)c1
→ 6, -9%, 3%, 15µM*, -7%, -1%, 14%, 17%, /, 21%, -1%
O=C(CCCc1ccccc1)NC1CCSC1=O (stereo not given)
→ -1, ?, -2%, 2%, 0%, -6%, 30%, 9%, -9%, 20%, 6%
Cc1cnc(C(=O)OCC(=O)NC2CCCC(C)C2C)cn1 (stereo not given)
→ 1, 4%, 0%, 3%, 0%, -13%, 0%, -4%, -1%, -5%, 0%
CC(C)NC(=S)N1CCN(S(C)(=O)=O)CC1
→ 8, -8%, -1%, 12%, -3%, -8%, -8%, 3%, -3%, 7%, 111%[activator]
COc1ccc(NC(=O)CN(C)CC(=O)NCC(=O)Nc2ccc(F)cc2)cc1
→ -12, /, 0%, -10%, -1%, /, /, -7%, /, 15%, /
O=c1[nH]c(NCCO)nc2c1C1(CCCC1)Cc1ccccc1-2
→ 21, -22%, 2%, 2%, -8%, -5%, 33%, 1%, 1%, -5%, 5%
CCC1CCCCN1C(=O)c1noc(C(C)C)c1[N+](=O)[O-] (stereo not given)
→ 9, 0%, -1%, 2%, 0%, 16%, 14%, -3%, 0%, 0%, -2%
NS(=O)(=O)c1ccc(NC(=O)COC(=O)Cc2ccc(Cl)cc2)cc1
→ -5, -5%, -2%, 0%, 0%, 1%, 18%, -8%, -4%, 4%, /
CCc1cccc(CC)c1NC(=O)CSc1nnc(C2CC2)n1C
→ -10, -1%, -3%, -3%, -4%, -3%, -4%, -8%, -7%, 16%, -17%
Cc1ccc(NC(=S)/C(=C(\[O-])c2ccc(C)c([N+](=O)[O-])c2)[n+]2ccccc2)cc1C
→ /, -3%, 6%, ?, -4%, 0%, 18%, 16%, 6%, ?, 6%
C=CCN(C(=O)c1cccc(C(F)(F)F)c1)C1(C(=O)Nc2ccccc2)CCN(C(C)C)CC1
→ -5, -10%, -3%, -1%, 0%, -4%, 3%, -27%, 1%, 0%, -15%
COC(=O)c1sc(-c2ccc(C(C)(C)C)cc2)cc1NC(=O)c1ccccc1C(=O)O
→ 2, -7%, 15%, 11µM*, 5%, 83%[activator], 45%, 22%, 2%, ?, /
COc1ccc(CN(C(=O)CN2C(=O)NC3(CCC(C)CC3)C2=O)C(C)Cc2cccs2)cc1 (stereo not given)
→ -23, /, -2%, 9%, 21%, /, /, -9%, /, -25%, /
Cc1cc(=O)oc2cc(OC(C)C(=O)N3CCOCC3)ccc12 (stereo not given)
→ 3, -13%, 3%, 0%, -2%, -11%, 3%, 1%, -15%, 28%, 3%

2 records drawn at random from the list so far, as already listed:
Under each structure – KCNH2 3.1 block, VP16 counter, NPC1 promoter act, FLuc modulator, Mito fusion yeast, MBNL1-CUG inh, RORgamma inh, Rab9 prom act, PKM2 activator, ELG1 DNA repair, Menin MLL FP TR
O=C(Nc1ccc(-c2cn3c(n2)SCC3)cc1)c1ccc2ccccc2n1
→ -4, -17%, 21%, 19µM*, 3%, 17%, ?, 8%, 3%, ?, ?
Cc1ccc(NC(=S)/C(=C(\[O-])c2ccc(C)c([N+](=O)[O-])c2)[n+]2ccccc2)cc1C
→ /, -3%, 6%, ?, -4%, 0%, 18%, 16%, 6%, ?, 6%

Continuation:
Under each structure – KCNH2 3.1 block, VP16 counter, NPC1 promoter act, FLuc modulator, Mito fusion yeast, MBNL1-CUG inh, RORgamma inh, Rab9 prom act, PKM2 activator, ELG1 DNA repair, Menin MLL FP TR
CCOC(=O)CSc1ncccn1
→ -1, 3%, 0%, 0%, 1%, 2%, 11%, -5%, -3%, 12%, 12%
Cc1cc(NNC(=O)Nc2cccc(Cl)c2)nc2c1c(C)nn2C
→ /, 11µM*, -33%[inhibitor], -4%, 1%, -14%, ?, -35%[inhibitor], 23%, 0.73µM*, /
COc1ccccc1OCC(=O)Nc1ccc(C(N)=O)cc1
→ 15, 2%, 0%, 1%, -3%, 0%, 2%, 1%, -1%, 1%, 4%
N#CCCN1CCN(S(=O)(=O)c2ccc(C#N)cc2)CC1
→ 4, -1%, -6%, 0%, -3%, -3%, 5%, -4%, -3%, 1%, -5%
CC(=O)N1CCC(N(CCN2CCOCC2)C(=S)Nc2ccc(C)cc2C)CC1
→ 9, -4%[10 µM], -1%, 1%, -19%, -22%, 42%, -2%, 4%, -6%, -17%
